# High-throughput results as filed in PubChem.
# CHX counter = affects cycloheximide protein synthesis inhibition readout, counter-screen | cell reporter, cycloheximide protein synthesis inhibition counterscreen | max response, % | 300,000 compounds, 12% hits | AID 2314; in the data active means max response mostly above about 13%, no sharp cut-off; inactive means mostly below about 14%; further: read at 38.3 µM for the half of the compounds with a filed dose; 0% is about no effect
# HCMV antiviral = inhibitors of human cytomegalovirus; HFF cells, HCMV-luciferase reporter, 72 h; active compounds read low; activity change, negative = inhibition, % at 57.5 µM; 410,000 compounds, 4.5% hits; AID 1259415; in the data active means activity change below about -60%; inconclusive means no clear call, values can overlap the other calls; inactive means above about -39%; further: on the % scale 0 is the no-effect control and ±100 the full control effect
#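 Two compound doses tested in HFFs infected with HCMV-luciferase, MOI 1 PFU/cell, 72 h at 37C. Lysate luminescence read with OneGlo; data normalized against buffer-only and 10uM Salinomycin inhibitor controls.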
# AmpC inh detg = inhibitors of E. coli AmpC beta-lactamase with detergent; Potency, µM (series often up to 114 µM), for the others: at the highest dose activity change, negative = inhibition, actives largely listed as inhibitors; AmpC hydrolysis of nitrocefin, absorbance 480 nm, 0.01% Triton; 370,000 compounds, 0.041% hits; AID 485294;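 further: potency means the concentration at half of the fitted maximal effect; 0% = no-compound wells and -100% = no-enzyme wells; nearly all actives have a fitted effect of over 25% in size; some results filed as inactive show a strong effect at the top dose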
# Target sequence (P00811 whole entry, looked up): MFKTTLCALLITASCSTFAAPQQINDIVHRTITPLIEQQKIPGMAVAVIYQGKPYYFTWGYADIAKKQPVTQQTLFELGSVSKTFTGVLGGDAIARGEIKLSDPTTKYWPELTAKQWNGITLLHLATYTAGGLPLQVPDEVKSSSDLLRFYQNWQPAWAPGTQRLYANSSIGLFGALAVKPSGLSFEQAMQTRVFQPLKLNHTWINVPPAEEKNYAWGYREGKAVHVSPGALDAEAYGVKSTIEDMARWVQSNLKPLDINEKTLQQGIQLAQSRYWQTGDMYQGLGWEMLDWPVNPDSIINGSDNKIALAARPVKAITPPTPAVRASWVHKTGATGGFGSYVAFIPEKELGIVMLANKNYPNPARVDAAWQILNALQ
#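 20 mM phosphate pH 7.0 + 0.01% (detergent screen) or 0.0001% Triton X-100; 5.3 nM AmpC reagent; cpd preinc 15 min RT; nitrocefin (800 uM stock) to start; A480 q20 s × 4 min; Activity was normalised to no-enzyme and no-compound control wells.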
# AmpC inh no detg = inhibitors of E. coli AmpC beta-lactamase without detergent | P00811 | AmpC nitrocefin hydrolysis, absorbance 480 nm, 0.0001% Triton | Potency, µM (titrated, usually from 57.1 µM), inactives show at the top dose activity change, negative = inhibition, actives largely listed as inhibitors | 330,000 compounds, 0.52% hits | AID 485341;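 further: potency means the concentration at half of the fitted maximal effect; plate controls were no compound for no effect and no enzyme for full effect; nearly all actives have a fitted effect of over 20% in size; some results filed as inactive show a strong effect at the top dose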
#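 20 mM phosphate pH 7.0 + 0.01% (detergent screen) or 0.0001% Triton X-100; 5.3 nM AmpC reagent; cpd preinc 15 min RT; nitrocefin (800 uM stock) to start; A480 q20 s × 4 min; Activity was normalised to no-enzyme and no-compound control wells.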
# AMA1-RON2 inh = disrupts binding of P. falciparum AMA1 to RON2. Potency, µM (titrated, usually from 58.2 µM), for the others: top-dose activity change, negative = inhibition, usual class: inhibitors. AID 720542. 360,000 compounds, 0.2% hits. AlphaScreen AMA1-biotinylated RON2 peptide binding;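 further: potency means the concentration at half of the fitted maximal effect; 0% = vehicle wells and -100% = peptide control; nearly all actives have a fitted effect of over 45% in size; some results filed as inactive show a strong effect at the top dose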
#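 AMA1 (3D7) with his tag at 25 nM final met compounds first, then biotinylated RON2 peptide at 25 nM; detection used donor plus acceptor beads, 10 µg/mL apiece, read by AlphaScreen after 30 min at room temperature.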
# Shiga toxin inh = Shiga toxin inhibition. 290,000 compounds, 9.2% hits. Vero cells, Shiga toxin protein synthesis inhibition reporter. inhibition, % at 38.7 µM. AID 2315; in the data active means inhibition mostly above about 28%, no sharp cut-off; inactive means mostly below about 43%; further: 0% is about no effect
# FBPA Giardia inh = inhibitors of Giardia lamblia fructose-1,6-bisphosphate aldolase. purified Giardia FBPA. Potency, µM (highest dose often 59.6 µM), without a hit: at the highest dose activity, negative = inhibition, most hits filed as inhibitors. 290,000 compounds, 0.71% hits. AID 2451. A8B2U2; further: potency means the concentration at half of the fitted maximal effect; on the % scale 0 is the no-effect control and ±100 the full control effect; nearly all actives have a fitted effect of over 55% in size
# Target sequence (A8B2U2 whole entry, looked up): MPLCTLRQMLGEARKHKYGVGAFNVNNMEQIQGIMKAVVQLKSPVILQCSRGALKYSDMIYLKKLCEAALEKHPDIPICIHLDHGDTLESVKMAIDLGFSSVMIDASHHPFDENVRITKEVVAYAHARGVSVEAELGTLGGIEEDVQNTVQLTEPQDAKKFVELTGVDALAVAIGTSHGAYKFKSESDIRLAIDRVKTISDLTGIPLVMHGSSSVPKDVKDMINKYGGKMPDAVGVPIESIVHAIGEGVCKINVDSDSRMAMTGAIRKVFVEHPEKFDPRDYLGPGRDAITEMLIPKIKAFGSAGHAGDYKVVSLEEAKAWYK
#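 Giardia FBPA (40 nM reagent) was preincubated 10 min at RT with compound (up to 57.5 uM final), then substrate plus GAPDH/TPI/NAD/arsenate coupling system with diaphorase/resazurin was added; resorufin fluorescence (525/598 nm) was read after 20 min.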
# An asterisk follows results filed as active; u = inconclusive; x = not tested or not shown; & = joins results of further samples; [ ] = another dose, or the depositor's remark. Unless noted, the call rests on the fitted dose curve; in most records, active means well fitted curve in the direction sought with a large enough effect; inconclusive means small, poorly fitted or top-dose-only effect, or another doubt; inactive means no such curve, though single readings can be large; an effect the other way counts as inactive or inconclusive.
SMILES,CHX counter,HCMV antiviral,AmpC inh detg,AmpC inh no detg,AMA1-RON2 inh,Shiga toxin inh,FBPA Giardia inh
CC(=O)Nc1ccc(CN2CCN(C3CCCC3)C(CCO)C2)cc1 (stereo unspecified),-1,-10,-6%,-7%,0%,18,0%
O=C(CCS(=O)(=O)c1ccccc1)N1CCCc2ccccc21,19*,-16,u,2%,0%,57*,10%
Cc1ccnc(NS(=O)(=O)c2ccc(NC(=O)C(C)(C)C)cc2)n1,-2,4,-2%,0%,-12%,-2,-2%
COc1ccccc1COC(=O)CN1C(=O)NC2(CCCCC2C)C1=O (stereo unspecified),x,-36,u,-5%,4%,x,x
Clc1cc(Br)ccc1OCCn1ccnc1,-1,-24,-1%,u,-17%,1,5%
CCN1C(=O)c2ccccc2Sc2ccc(C(=O)NCCC(C)C)cc21,-4,20,-4%,-11%,20%,20,7%
CCOc1ccccc1NC(=S)N1C2CCC1CC(NC(=O)NC13CC4CC(CC(C4)C1)C3)C2 (stereo unspecified),6,-12,2%,-32%,3%,4,0%
Cc1ccc(C(=O)C2=C(O)C(=O)N(Cc3ccco3)C2c2ccc(N(C)C)cc2)o1 (stereo unspecified),19,0,2%,-43%,0%,-6,x
O=C(NC(=S)N1CCN(c2ccc(Cl)cc2[N+](=O)[O-])CC1)c1cccs1,5,x,4%,-40%,0%,4,24%
CCN(C(=O)c1cccc(S(=O)(=O)N(C)C)c1)C12CC3CC(CC(C3)C1)C2,-4,u,1%,97%[activator],-8%,18,7%
Cc1cccc(NC(=O)Nc2cccc(C)n2)n1,20*,37,u,-33%,-1%,86*,0%
CCOC(=O)c1c2c([nH]c(=S)c1C#N)CCCC2,-5,-4,-5%,-48%,89%[activator],-11,-1%
CC1(C)Cc2nc3oc4c(=S)nc[nH]c4c3cc2CO1,24,42,-11%,-11%,40%[activator],27,11µM*
COc1ccccc1-n1cc([C@@H]2C[C@H]3CN(c4ccccc4)C(=O)[C@]34CCCN24)cn1,-2,-97*,1%,-16%,-9%,-3,-2%
COc1ccc(C(=O)C2CCCN(C(=O)C3CCOCC3)C2)c(C)c1 (stereo unspecified),-2,-20,3%,-2%,3%,1,6%
CC(=O)c1ccc(NC(=O)c2ccc(N3CCCC3=O)cc2)cc1,x,-24,-10%,-2%,9%,x,x
O=C1c2cccc(OCc3ccc(F)cc3)c2CCN1Cc1ccc(F)cc1,-2,-82*,-13%,-23%,11%,-4,-2%
CCc1ccc2[nH]c(=O)c(C(c3nnnn3Cc3ccco3)N3CCC(C)CC3)cc2c1 (stereo unspecified),-3,-12,-2%,-19%,-13%,-23,-2%
C=CCNC(=S)Nc1ccc(Cl)cc1,10,34,1%,-18%,-10%,12,-11%
Cc1ccc(S(=O)(=O)N2CCC3(CC2)OCCO3)cc1,15,13,u,-2%,0%,-4,1%
Cc1cccc(CN2CCc3c(OCC(=O)NCc4ccco4)cccc3C2=O)c1,13*,-21,0%,-6%,-5%,18,2%
COc1cccc(CNCCNC(=O)c2nonc2N)c1,-1,-32&-6,-4%&-5%,-19%,12%,-8,-1%
CCN(CC)c1nc(-c2ccccc2)nc2c1sc(=S)n2CC,10,-6,-3%,-13%,-5%,21,8%
CCC(CC)C(=O)NC1CCSC1=O (stereo unspecified),-3,-10,u,-17%,-10%,-7,-4%
Cc1nccn1CCOc1ccccc1Cl,2,16,5%,-4%,-2%,10,2%
c1cncc(N=c2scc(-c3cccc4ccccc34)n2CCCn2ccnc2)c1,-5,u,0%,128%[activator],11%[2.32 µM],-18,-16%
N#Cc1c(NC(=O)C2CCCO2)sc2c1CCCCCC2 (stereo unspecified),39*,-26,-14%,-8%,0%,84*,1%
COc1ccc(C2c3cc(OC)c(OC)cc3CCN2S(C)(=O)=O)cc1OC (stereo unspecified),-1,5,0%,33%,0%,-12,4%
N#CCCN(Cc1cccnc1)C(=O)Nc1ccccc1,-2,30,u,-9%,8%,-6,1%
CNC(=O)COC(=O)c1cccc(S(=O)(=O)N2CCN(c3ccc(F)cc3)CC2)c1,-1,-9,8%,-2%,-2%,4,1%
COc1ccc(NC(=O)CC2Oc3ccccc3NC2=O)cc1 (stereo unspecified),9,50,u,-17%,0%,-4,2%
O=C(N/N=C/c1ccc[nH]1)c1ccccc1[N+](=O)[O-],-4,u,-1%,-21%,6%,-2,-22%
Cc1nc2ccc(S(=O)(=O)NC(C(=O)N3CCCC3)C(C)C)cc2s1 (stereo unspecified),-3,-11,-1%,-12%,4%,-3,1%
N/C(=N\OC(=O)c1ccc(Cl)c([N+](=O)[O-])c1)c1ccccc1,0,-30,u,-12%,-6%,-2,9%
Cc1ccc(-c2cc(C(=O)N/N=C/c3ccccc3)n[nH]2)o1,25*,-13,4%,-32%,-1%,82*,-3%
Cc1ccc2nc(NC(=O)c3ccc(Cn4cc(Cl)cn4)o3)sc2c1,33*,-13,-15%,-21%,7%,43,13%
CSc1nnc(-c2ccccc2N=Cc2c(C)[nH]n(-c3ccccc3)c2=O)c(=O)[nH]1,2,10,-1%,-30%,-3%,8,-3%
CCOc1cccc(-c2nnc3sc(COc4ccc(Cl)cc4)nn23)c1,-6,23,-16%,-6%,8%,-23,1%
COc1ccccc1CCc1nnc(CCC(=O)NC(C)Cc2ccsc2)o1 (stereo unspecified),0,-28,-7%,88%[activator],13%,19,1%
N#Cc1cn(-c2ccccc2)nc1C(=O)c1ccccc1,-3,-14,-4%,-24%,4%,19,2%
COc1ccc(C(=O)NC(C)CCc2ccccc2)cc1 (stereo unspecified),19*,-3,-9%,-1%,-5%,x,12%
COc1ccc(NC(=O)c2ccco2)c(OC)c1,42*,68,-7%,-25%,-2%,74*,-22%
CCOC(=O)c1ccc(-n2c(CN(CC)CC)nc3ccc([N+](=O)[O-])cc3c2=O)cc1,9,11,-1%,-50%,8%,18,-7%
O=C(c1c(F)cccc1Cl)N1CCN(S(=O)(=O)c2ccc3c(c2)OCCCO3)CC1,-2,50,0%,28%,14%,-6,x
COC(=O)CC1COc2ccccc2N1C(=O)c1ccc(Cl)cc1 (stereo unspecified),-2,-10,1%,7%,0%,-7,7%
CN(C)S(=O)(=O)c1ccc(Oc2ccccc2)cc1,-2,19,-10%,-3%,-2%,22,-2%
CCOC(=O)Cc1cc(=O)n2[nH]c(-c3ccccc3)cc2n1,-2,12,u,-36%,-9%,-3,3%
C=CCNc1nc(Nc2ccc(OC)cc2)nc(OC)n1,8,42,-1%,x,12%,42,-8%
CCOC(=O)c1c(C)[nH]c(C)c1S(=O)(=O)NCC1CCN(Cc2ccc(C)cc2)CC1,-4,37,-11%,53%,-9%,-5,4%
COc1ccc(NC2CCCN(C(=O)c3ccc(CSC)o3)C2)cc1OC (stereo unspecified),3,0,4%,24%,-10%,-4,u
Cc1ccc(F)cc1NC(=O)Cc1nn(C)c(=O)c2ccccc12,-2,-39,-11%,-20%,3%,17,-1%
O=C(COC(=O)c1ccc2c(c1)OCCO2)Nc1cc(Cl)ccc1Cl,-3,-12,-3%,-42%,-18%,9,8%
Cc1ccc(NC(=O)C(c2ccccc2)C2CCCC2)cc1 (stereo unspecified),-1,-20,-13%,u,28%,-3,5%
COc1ccccc1NC(=S)NNC(=O)c1ccccc1Br,27*,32,-10%,-17%,101%[activator],88*,21%
COc1cc(C(=O)NCc2ccc(C(=O)NCC(OC)OC)cc2)cc(OC)c1OC,-3,6,u,-20%,0%,11,5%
Cc1ccccc1CCNC(=O)Cn1nc(C)c2c(C)n(-c3ccccc3)nc2c1=O,6,-39,-1%,14%,0%,15,28%
CC(C)[C@H](NC(=O)N1CCn2c1nc1ccccc12)C(=O)NCc1ccc(F)cc1,-2,2,7%,133%[activator],62%[activator],16,4%
CCc1c(C)nc(SCC(=O)Nc2nc(-c3ccc(OC)cc3)cs2)[nH]c1=O,2,u,6%,14µM*,7%,-5,6%
O=C(CCCOc1ccccc1)N1CCN(S(=O)(=O)c2cccs2)CC1,8,47,-7%,33%,-5%,42,3%
Cc1cccc(/C=N\Nc2nnc(-c3ccccc3)c(=O)[nH]2)c1,-1,-19,-4%,-30%,0%,-10,-12%

# Single records, from the list above. Values in the order: CHX counter, HCMV antiviral, AmpC inh detg, AmpC inh no detg, AMA1-RON2 inh, Shiga toxin inh, FBPA Giardia inh
# `CC(C)[C@H](NC(=O)N1CCn2c1nc1ccccc12)C(=O)NCc1ccc(F)cc1` as listed: -2, 2, 7%, 133%[activator], 62%[activator], 16, 4%
# `COc1ccc(C(=O)NC(C)CCc2ccccc2)cc1` (stereo unspecified) as listed: 19*, -3, -9%, -1%, -5%, x, 12%
# `CN(C)S(=O)(=O)c1ccc(Oc2ccccc2)cc1` as listed: -2, 19, -10%, -3%, -2%, 22, -2%
# `O=C(c1c(F)cccc1Cl)N1CCN(S(=O)(=O)c2ccc3c(c2)OCCCO3)CC1` as listed: -2, 50, 0%, 28%, 14%, -6, x

# (list continues)
SMILES,CHX counter,HCMV antiviral,AmpC inh detg,AmpC inh no detg,AMA1-RON2 inh,Shiga toxin inh,FBPA Giardia inh
CCc1ccc(-c2ccc3nnc(SC)n3n2)cc1,22*,43,-10%,79%[activator],6%,17,3%
COc1cc(OC)c(OC)cc1CNc1nnnn1C,-3,6,-23%,-7%,-4%,10,-1%
COc1ccc2nc(C)cc(Sc3nc4ccccc4s3)c2c1,5,-99*,-7%,86%[activator],7%,3,u
CC(=O)Nc1nc(NC(=O)C(Cl)(Cl)Cl)n(-c2ccccc2)n1,-2,33,2%,-17%,119%[activator],1,-22%
CCCCC(=O)N1CCN(c2nc(-c3ccc(F)cc3)cs2)CC1,7,-9,-22%,50%,-15%,10,-15%
O=C(Cn1cc([N+](=O)[O-])cn1)Nc1ccn(Cc2c(F)c(F)c(F)c(F)c2F)n1,6,24,u,-15%,4%,21,0%
Cn1cc(CCNC(=O)c2ccc3nc(Cc4ccccc4F)oc3c2)cn1,30*,99,-1%,29%,-2%,92*,-1%
CCN1C(=O)c2cccc3c(Cl)ccc(c23)C1=O,-4,-11,3%,-4%,6%,24,5%
Cc1ccc(-c2cc(C(=O)Nc3cc(C)ccc3O)no2)cc1,12,0,-5%,26%,11%,20,4%
COc1ccc(C(=O)CSc2cc(C)nc(SCC(=O)c3ccc(C)cc3)n2)cc1,2,-34,-4%,-15%,-2%,7,-5%
CCO[C@H]1OC(C(=O)NCc2nc3ccccc3[nH]2)=C[C@@H](C2CC2)[C@@H]1CCCO,-1,17,4%,23%,17%,-11,1%
Cc1ccc(CNC(=O)CCS(=O)(=O)c2ccc(Br)cc2)cc1,3,-29,-4%,-3%,9%,-17,-2%
CN1CCN(/C(=N\S(=O)(=O)c2ccc(F)cc2)c2ccccc2)CC1,-3,7,-2%,x,13%,-29,-8%
N#Cc1cccnc1Nc1ccc(Cl)cc1,10,14,6%,-4%,13%,8,-2%
